# Ins promoter up = MIN6 insulin promoter up-regulation; 0.3% of 190,000 active; AID 1625; MIN6 insulin promoter-GFP reporter, high-content imaging; stronger effect = higher value; z-score at 5 µM;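 active = z-score above 3 at 5 µM with at least 500 cells counted in the well; inconclusive = wells under 500 cells, flagged as cytotoxic or low count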
# Lipid droplet = modulators of hepatic lipid droplet formation | AML12 mouse hepatocytes, oleate lipid droplets, BODIPY imaging | inhibition, % at 6.5 µM | 0.4% of 240,000 active | AID 1656;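 active = lipid droplet intensity inhibited by at least 50%, with more than 500 cells counted; inconclusive = wells with under 300 cells, treated as cytotoxic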
#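 Assay system: AML12 mouse liver cells | Compound dosing: One dose, 6.5 µM compound | Read-out basis: Droplet intensity reduction, % inhibition | Measured by: Fluorescence imaging, 20x objective, two fields per well | Schedule: Overnight treatment with compound plus oleate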
# bCat nuc transl = beta-catenin nuclear translocation modulation. HeLa beta-catenin nuclear translocation, immunofluorescence imaging. nuclear translocation activity, % at 5 µM. 0.3% of 190,000 active. AID 1665;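 active = nuclear translocation activity above 50% at 5 µM, with a well cell count of 50 or more; inconclusive = wells under 50 cells across six images, flagged as toxic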;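 also: per-cell ratio of nuclear to cytoplasmic median beta-catenin stain intensity; plate controls were DMSO negative control for no effect and GSK-3 inhibitor IX positive control for full effect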
#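 Test system: human HeLa cell line; Doses: 5 µM primary, 0.02–20 µM confirmation; Incubation: 24 h compound exposure, 37°C; Detection: beta-catenin immunofluorescence imaging with DAPI; Read-out: beta-catenin nuclear/cytoplasmic ratio, % activation.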
# T cell HTS = T cell immune modulation candidate; calls only at 7 µM; 0.068% of 330,000 active; 2C CD8+ T cell-vesicle binding, flow cytometry; stronger effect = lower value;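 active = response, share of CD8 T cells binding vesicles, and their 90th percentile fluorescence all below set limits, cut at about 80% in these data, passing the limit was not always enough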
#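 Assay system: 2C TCR transgenic mouse naive CD8+ T cells, MACS-purified | Read-out: CD8+ gate FL2 mean fluorescence as % of same-row positive control | Signal: High-throughput flow cytometry with anti-B7-1 and anti-CD8 staining | Timing: Binding step 1.5 h, 37 °C, antibody labelling 20 min, ice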
# CSM14.1 death rescue = rescue of cells from ER stress-induced death, primary screen, 384-well, CSM14.1, thapsigargin, ATP luminescence (AID 1222); CSM14.1 thapsigargin-induced death rescue, ATP luminescence; higher % means a stronger effect; cellular ATP content (survival), % at 20 µM, or EC50 in µM where a hit was titrated; 190,000 tested, under 10 active;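 active = EC50 below 50 µM in the dose-response confirmation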;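 also: death triggered by thapsigargin at about 15 µM added after 2 h compound pretreatment; cell ATP read after overnight thapsigargin exposure of roughly 18 to 22 hours; normalized against plate controls of thapsigargin alone and 5% DMSO vehicle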
# Salmonella PhoP GFP = PhoP-dependent GFP reporter repression – Salmonella Typhimurium, primary screen (AID 1863) | S. Typhimurium PhoP-regulated promoter GFP reporter, 4 h; higher % means a stronger effect | 0.16% of 300,000 active | inhibition, % at 50 µM, or IC50 in µM where a hit was titrated;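 active = inhibition over 29.93%, a cutoff 3 SD above the screen mean, later confirmed by dose response; inconclusive = inhibition over 29.93% but no dose response follow-up; inactive = inhibition at most 29.93% or unconfirmed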;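 also: 0% = low Mg2+ inducing control and 100% = high Mg2+ repressing control; strong numbers were not always called active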
# Autophagy mod = autophagy modulation, high-content screen. calls only at 10 µM (by protocol). 0.98% of 190,000 active. AID 463193. MEF GFP-LC3 puncta imaging; test concentration mostly 10 µM;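 active = percentage of spot-positive cells more than 3 SD above its plate mean, without a fluorescence outlier flag or 80% toxicity; inconclusive = no clear call, values can overlap the other calls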;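 also: spot-positive cell cutoff set from DMSO-treated cells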
# Dynein cargo inh = blocks dynein driven cargo transport along microtubules; 3617.4 mouse cells, GR-EGFP nuclear translocation imaging; test concentration mostly 20 µM; stimulated with dexamethasone, 1 µM; stronger effect = lower value; z-score, hits read low; 0.47% of 220,000 active;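 active = plate z-score of nuclear minus cytoplasmic receptor signal below a set negative limit, without overly bright fluorescence or cell loss, cut at about -3.5 in these data, passing the limit was not always enough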;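 also: z-score of nuclear minus cytoplasmic ring GR-EGFP intensity difference per well; some compounds called inactive have numbers as strong as hits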
#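 Buffer or medium: tet-free medium with charcoal-stripped serum / Also added: dexamethasone agonist, 1.0 µM final, for 30 min / Timing: induction 48 h, compound 1 h, agonist 30 min / Measured by: high-content fluorescence imaging after fixation / Read-out: nuclear-to-cytoplasmic GR-EGFP distribution per well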
# MT stabilizer = stabilizes microtubules in HeLa cells | 0.83% of 200,000 active | HeLa tubulin immunostaining HCS, 24 h; share of cells brighter than vehicle mean+2SD | % tubulin-high responders, % at 10 µM;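 active = plate Z-score above 3 for both tubulin-high and condensed-nucleus cell shares, with cell loss under 80%, at 10 µM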;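 also: anti alpha tubulin signal scored within the nucleus-defined area of each cell; some results filed as inactive read as strong as hits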
# Dynein cargo inh cytoplasmic EGFP = second read-out of Dynein cargo inh, no call of its own (marks repeat the call); z-score; measured here: cytoplasmic GR-EGFP intensity; stronger effect = higher value
# Dynein cargo inh nuclear GR-EGFP = recorded beside Dynein cargo inh, whose call it bears; z-score; measured here: nuclear GR-EGFP intensity;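 lower value marks the stronger effect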
# Dynein cargo inh cell count = second read-out of Dynein cargo inh, no call of its own (marks repeat the call); z-score; measured here: cell count per field
# Ins promoter up cell count = recorded beside Ins promoter up, whose call it bears; cell count; measured here: cytotoxicity, nuclei count;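 total cells summed across four imaged fields per well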
# Lipid droplet cells 6.5 µM = further read-out of Lipid droplet, marked with its call; cell count; measured here: cell count, cytotoxicity flag;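 cells counted across two imaged fields per well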
# bCat nuc transl cell count 5 µM = also measured in bCat nuc transl; calls as there; cell count; measured here: cell count, cytotoxicity flag
# T cell HTS vesicle-bound % = recorded beside T cell HTS, whose call it bears; double positive events, %; measured here: CD8+ vesicle-bound cell fraction;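 binding gate set so that unloaded-vesicle control wells show 10% double positive cells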
# MT stabilizer Hoechst-high % = recorded beside MT stabilizer, whose call it bears; % Hoechst-high responders; measured here: nuclear condensation Hoechst responders;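 share of cells brighter than vehicle mean plus two SD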
# MT stabilizer cytotoxicity % = second read-out of MT stabilizer, no call of its own (marks repeat the call); toxicity, %; measured here: cytotoxicity by cell density;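 0% = mean cell density of plate MIN control wells and 100% = no cells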
# Autophagy mod cell loss 18 h = second read-out of Autophagy mod, no call of its own (marks repeat the call); toxicity, %; measured here: cell loss, nuclei count;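 cell loss after 18 h compound exposure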
# * marks the source's active call; other numbers are inactive results; i = inactive; ? = inconclusive; . = not tested or not shown.
SMILES,Ins promoter up,Ins promoter up cell count,Lipid droplet,Lipid droplet cells 6.5 µM,bCat nuc transl,bCat nuc transl cell count 5 µM,T cell HTS,T cell HTS vesicle-bound %,CSM14.1 death rescue,Salmonella PhoP GFP,Autophagy mod,Autophagy mod cell loss 18 h,Dynein cargo inh,Dynein cargo inh cytoplasmic EGFP,Dynein cargo inh nuclear GR-EGFP,Dynein cargo inh cell count,MT stabilizer,MT stabilizer Hoechst-high %,MT stabilizer cytotoxicity %
CCCOc1ccc(/C=C2\SC(=S)N(CC3CCCO3)C2=O)cc1 (stereo unspecified),-0.15,1215,-1,615,0.7,852,i,48,1.2%,-3%,i,18,0.72,-0.23,0.53,-0.79,5.1,2.0,6.1
CCc1cccc(OCCCn2ccnc2)c1,-0.17,1297,4,711,-0.1,975,i,43,-1.1%,9%,i,0,-0.78,-0.064,-0.8,1.2,1.5,2.9,6.2
Cc1cccc(OCC(=O)Nc2cc(S(=O)(=O)N3CCCCC3)ccc2N2CCN(C)CC2)c1,0,1285,-10,692,-2.9,1047,i,36,-0.6%,3%,i,6,0.043,-0.043,0.35,0.14,4.3,2.5,7.6
COc1cc(/C=C2/C(=O)ON=C2C)ccc1OCc1cccc(F)c1,-1.3,1281,10,720,-0.6,1137,i,25,3.2%,-1%,i,24,-1.1,0.25,-0.44,-1.1,3.4,1.8,5.9
Cc1cc(C)n(-c2ccc(C(=O)OC(C)C)cc2)n1,0.86,997,.,.,1.7,1339,i,51,-2.6%,1%,i,15,0.19,-0.2,0.65,0.65,4.4,1.7,5.5
COc1ccc(S(=O)(=O)Cc2ccc(C(=O)NC3CC3)o2)cc1,-0.72,1000,.,.,0.5,1117,i,45,-0.3%,4%,i,9,-0.23,-0.17,0.0059,-0.099,5.8,2.6,1.4
COc1ccc(CC(=O)Nc2ccc(C(=O)Nc3ccccc3C(=O)O)cc2)cc1OC,-0.74,1504,3,683,0.0,1051,i,58,-1.9%,2%,i,-4,-0.18,-0.32,-0.29,0.71,1.3,4.1,7.9
CC(C)CC(NC(=O)C1CCC(C)CC1)C(=O)N1CCN(c2ccccn2)CC1 (stereo unspecified),0.11,967,.,.,.,.,i,39,0.7%,-4%,i,5,0.2,-0.25,0.2,0.22,2.7,3.4,2.6
CC1CCC(NC(=O)C2CCC(CNS(=O)(=O)c3cccc4nsnc34)CC2)CC1 (stereo unspecified),?,.,.,.,.,.,i,42,-0.1%,12%,i,13,-0.14,-0.2,-0.061,-0.11,3.9,2.2,5.4
CCCCNC(=O)CNC(=S)N(Cc1ccccc1F)C1CCCCC1,-0.6,1201,-3,661,-3.2,1027,i,1,.,10%,i,9,0.82,-0.2,0.062,0.56,3.6,2.1,7.4
COC(=O)c1c(C(=O)OC)c(-c2ccc(C)cc2)n2c1CS(=O)C2 (stereo unspecified),.,.,6,709,.,.,i,27,-0.8%,-3%,i,11,2.1,0.071,1.2,-1.8,1.5,1.2,1.6
Cc1ccc(NC(=O)c2cc(S(=O)(=O)N3CCC4(CC3)OCCO4)ccc2F)cc1,-0.12,1338,-2,598,-0.9,1045,i,51,.,31%,i,0,-0.0022,-0.21,0.33,0.6,2.9,1.6,5.0
COc1ccc(CNC(=O)C2CCN(S(=O)(=O)c3ccc(-c4nn[nH]n4)cc3)CC2)cc1,-0.21,1279,18,764,-4.7,1285,i,15,0.2%,1%,i,-19,-0.58,-0.21,-0.078,0.46,5.4,3.6,7.9
CCCNCCC(c1ccco1)c1ccccc1OC (stereo unspecified),1.5,1526,.,.,0.0,1387,i,30,1.1%,-1%,i,-8,1.4,-0.18,1,0.32,3.8,2.1,8.3
N#Cc1nc(Cc2cccc3ccccc23)oc1N1CCC(C(N)=O)CC1,0.78,1240,.,.,-3.1,977,i,22,-0.2%,-7%,i,-5,-0.16,-0.17,0.24,-0.065,4.7,2.7,7.7
COc1ccc(-c2ccc(=O)n(CC(=O)Nc3cccc(O)c3)n2)cc1OC,.,.,.,.,.,.,i,12,.,-1%,i,8,0.2,-0.23,0.16,0.71,5.8,2.9,6.7
CC(=O)Nc1ccc(NC(=S)NC(=O)c2ccc([N+](=O)[O-])c(C)c2)cc1,0.66,1388,2,751,-1.2,1045,i,20,-0.5%,-4%,i,-6,0.67,0.0042,0.73,0.11,1.4,4.7,13
CCCCNC(=O)NS(=O)(=O)c1ccc(NC(=O)C(NC(N)=O)C(C)CC)cc1 (stereo unspecified),0.17,1056,-3,666,-0.3,1344,i,55,.,1%,.,.,-0.72,-0.049,0.38,-0.61,.,.,.
Cc1ccccc1N(CC(=O)NC1CCCC1)C(=O)c1csnn1,-0.3,1512,2,694,1.1,1472,i,24,-0.8%,1%,i,4,0.064,-0.36,-0.31,0.08,4.7,1.8,17
Cc1ccc(C(=O)Nc2ccc3c(c2)OCCO3)o1,-0.23,830,6,795,.,.,i,21,-3.0%,-3%,i,-9,-1.3,-0.26,-0.55,1.3,3.3,2.2,1.9
COCCn1c(-c2ccc(C#N)cc2)nc2c1c(=O)[nH]c(=O)n2Cc1ccccc1,-0.7,1315,21,666,-1.8,1097,i,10,4.9%,-1%,i,8,0.17,0.089,-0.38,-1.3,2.2,2.3,1.7
CC(C)CC(C)NC(=O)c1ccc(C(F)(F)F)cc1 (stereo unspecified),-0.38,1363,-4,731,0.4,1350,i,50,.,0%,.,.,-0.53,0.075,-0.29,0.93,.,.,.
CC1CC(C)CN(CCOCCSc2ccccc2)C1 (stereo unspecified),.,.,-2,615,1.5,919,i,22,-3.7%,3%,i,-9,-0.52,-0.25,-0.29,0.46,4.1,1.9,10.0
CCSc1nnc(NC(=O)CSc2nc(C)cc(C)n2)s1,-0.72,843,-2,800,-0.4,1111,i,42,2.1%,-13%,i,9,0.81,-0.22,0.1,0.15,1.8,1.1,4.1
O=C1c2ccccc2C(=O)N1CN(C(=O)COc1ccccc1)c1ccc(F)cc1,0.03,1107,1,754,-0.3,568,i,21,-0.7%,8%,i,9,1.1,0.088,0.97,-0.9,7.1,2.2,9.5
# Further results
SMILES,Ins promoter up,Ins promoter up cell count,Lipid droplet,Lipid droplet cells 6.5 µM,bCat nuc transl,bCat nuc transl cell count 5 µM,T cell HTS,T cell HTS vesicle-bound %,CSM14.1 death rescue,Salmonella PhoP GFP,Autophagy mod,Autophagy mod cell loss 18 h,Dynein cargo inh,Dynein cargo inh cytoplasmic EGFP,Dynein cargo inh nuclear GR-EGFP,Dynein cargo inh cell count,MT stabilizer,MT stabilizer Hoechst-high %,MT stabilizer cytotoxicity %
COc1ccc(-n2c(SCC(=O)C(C)(C)C)nc3ccsc3c2=O)cc1,-0.28,1277,10,738,1.1,1073,i,34,-5.3%,-4%,i,-3,0.12,-0.37,-0.32,-0.26,2.0,3.6,5.1
CCOC(=O)/C(C#N)=N/Nc1ccccc1C#N,-0.93,935,-18,710,-0.3,1336,i,49,.,-4%,.,.,-0.15,-0.26,0.29,0.49,.,.,.
Cn1c(SCC(=O)c2ccc3c(c2)Cc2ccccc2-3)nnc1-c1ccccc1,-0.1,1392,.,.,0.2,1345,i,54,-0.2%,9%,i,1,-0.64,-0.23,-0.45,0.71,0.7,1.2,6.3
COC(=O)c1ccc(COc2ccccc2/C=C(\C#N)C(=O)Nc2c(C)cc(C)cc2C)cc1,0.27,970,-3,703,-1.7,1143,i,8,-0.4%,8%,i,22,-0.23,-0.049,0.0052,-0.012,25,1.6,70
C[C@H]1COC2=C1C(=O)C(=O)c1c2ccc2c1CCCC2(C)C,0.83,1256,15,696,-2.6,1172,i,58,-5.4%,-6%,i,-6,-2.8,0.32,-1.5,0.26,4.3,2.5,3.6
Cc1cc(OCC(=O)N(C)C2CCCCC2)cc(C)c1Cl,0.51,1200,-2,786,-2.3,1117,i,27,-2.3%,-8%,i,12,-0.24,-0.19,0.64,-0.3,1.6,1.4,2.2
Cn1cccc1Cc1nnc(SCC(=O)Nc2cccc(Cl)c2)n1-c1ccc(F)cc1,0.26,1531,-20,698,-2.2,1114,i,36,.,2%,i,-12,1,-0.14,0.65,0.28,5.0,1.8,11
Cc1ccc(Sc2ccncc2S(N)(=O)=O)cc1,0.29,1236,0,662,-1.6,532,i,44,-0.9%,1%,i,-17,2,-0.17,0.62,-1.1,3.4,3.6,8.6
CCCCCn1c(=S)[nH]c2ncccc2c1=O,0.37,1585,.,.,2.1,1377,i,6,-0.5%,4%,.,.,-0.4,-0.19,0.11,0.038,1.4,1.8,2.7
CC(Oc1ccc(Cl)cc1)C(=O)NCCCn1ccnc1 (stereo unspecified),0.73,989,1,751,.,.,i,41,-1.5%,10%,i,-3,-0.049,-0.27,-0.049,0.042,1.6,1.4,14
